Screens deposited in PubChem by several laboratories.
VLA-4 inh: inhibition in a human VLA-4 binding assay; VLA-4 expressing cells, ligand binding flow cytometry; P13612; actives 0.2% (n = 330,000); inhibition, % (about 7 µM as worked out from the volumes in the protocol); in the data active means inhibition above about 50%
GLD-1 TGE inh: GLD-1-TGE RNA interaction inhibition (C. elegans); purified GLD-1 + fluorescein TGE RNA, fluorescence polarization; Q17339; actives 0.44% (n = 320,000); inhibition, % at 5.96 µM;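 active means percent inhibition above a per-plate cutoff, the plate mean of test compounds plus 3 SD, cut at about 30% in these data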;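 further: 0% = DMSO wells with GLD-1 and probe and 100% = wells lacking GLD-1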
PME-1 inh: blocks human protein phosphatase methylesterase 1; recombinant PME-1, FP-Rh probe fluorescence polarization; Q9Y570; inhibition, % at 5.9 µM; actives 0.53% (n = 320,000);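 active means inhibition above the campaign mean of all compounds plus 3 SD, cut at about 26% in these data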;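 further: competitive labeling of PME-1 active site by serine hydrolase directed probe; 0% = PME-1 with DMSO and 100% = wells lacking PME-1 enzyme; inhibitors block probe labeling so polarization falls and inhibition rises; many of its hits are not listed in these tables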
Target sequence (Q9Y570 whole entry, looked up): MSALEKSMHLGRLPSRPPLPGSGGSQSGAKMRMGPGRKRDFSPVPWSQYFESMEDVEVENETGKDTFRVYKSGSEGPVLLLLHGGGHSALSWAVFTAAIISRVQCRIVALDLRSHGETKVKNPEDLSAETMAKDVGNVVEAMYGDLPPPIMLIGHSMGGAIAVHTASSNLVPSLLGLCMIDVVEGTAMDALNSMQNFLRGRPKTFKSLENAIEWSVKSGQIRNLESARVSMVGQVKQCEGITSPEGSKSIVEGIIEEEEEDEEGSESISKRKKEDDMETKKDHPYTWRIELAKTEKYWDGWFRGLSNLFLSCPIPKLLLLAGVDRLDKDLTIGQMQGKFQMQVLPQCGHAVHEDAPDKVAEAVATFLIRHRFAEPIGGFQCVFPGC
MCL1 BIM primary: inhibitors of human MCL1 binding to BIM-BH3 peptide. Q07820. inhibition, % at 10.9 µM. AID 2057. actives 0.68% (n = 320,000). GST-MCL1 / FITC-Bim-BH3 fluorescence polarization;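 active means inhibition above the mean inhibition of all tested compounds plus 3 SD, set per campaign, cut at about 40% in these data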;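 further: 0% = DMSO wells and 100% = unlabeled Bim-BH3 peptide control; higher means more loss of mP so more displacement of Bim peptide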
MEX-5 binding: C. elegans MEX-5 TCR-2 RNA binding activity; Q9XUB2; MEX-5/FITC-TCR2 RNA binding, fluorescence polarization; stronger effect = lower value; activity score (negative = inhibition of binding), % at 10 µM; actives 0.38% (n = 300,000);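 active means inhibition past about -25% in most replicates, and total fluorescence under double the plate's negative control median, limit read from the data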;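 further: 0% = DMSO and -100% = 5 µM competing unlabeled TCR2 RNA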
Target sequence (Q9XUB2 whole entry, looked up): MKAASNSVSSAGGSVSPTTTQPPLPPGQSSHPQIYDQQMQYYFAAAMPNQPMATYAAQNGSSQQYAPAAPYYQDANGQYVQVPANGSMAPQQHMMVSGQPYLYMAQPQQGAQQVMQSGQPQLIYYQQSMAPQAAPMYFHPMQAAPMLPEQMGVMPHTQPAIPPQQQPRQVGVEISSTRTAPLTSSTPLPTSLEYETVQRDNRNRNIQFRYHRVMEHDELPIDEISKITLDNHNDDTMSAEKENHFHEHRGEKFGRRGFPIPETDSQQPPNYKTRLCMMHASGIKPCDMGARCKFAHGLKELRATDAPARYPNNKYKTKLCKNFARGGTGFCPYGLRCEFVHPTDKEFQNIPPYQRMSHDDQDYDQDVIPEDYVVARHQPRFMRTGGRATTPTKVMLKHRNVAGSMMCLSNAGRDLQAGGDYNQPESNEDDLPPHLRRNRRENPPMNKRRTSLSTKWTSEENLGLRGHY
GRK2 aptamer HTS: blocks RNA aptamer binding to human GRK2. bead flow cytometry, FAM-aptamer displacement from GRK2. inhibition of aptamer binding, % at 10 µM. P25098. actives 0.59% (n = 330,000);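 active means inhibition of aptamer binding above 40%, roughly 3 SD of noise, on plates passing a quality check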;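 further: median bead fluorescence of bound FAM aptamer so fluorescent compounds give negative values; no value below 0 was filed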
BCLXL inh: blocks human Bcl-xL binding to Bim BH3 peptide. Q07817. inhibition, % at 10.9 µM. actives 0.7% (n = 320,000). GST-Bcl-xL / FITC-Bim BH3 peptide fluorescence polarization;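 active means inhibition above the mean of all tested compounds plus 3 SD, cutoff set per campaign, cut at about 30% in these data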;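 further: 0% = DMSO wells and 100% = unlabeled Bim-BH3 peptide competitor; inhibitors lower millipolarization by displacing the labeled peptide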
Efflux pump inh: antifungal efflux pump inhibition, Nile Red retention; S. cerevisiae Candida pump triplex; inhibition, % at 10 µM; actives 0.44% (n = 330,000);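 active means plate passing quality check with inhibition over a set limit, or well fluorescence over plate mean plus 4 SD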;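 further: Nile Red retained in pooled yeast measured as flow cytometry median fluorescence; 0% = buffer negative control and 100% = Enniatin B positive control; higher means more Nile Red kept so more efflux inhibition; some compounds called inactive have numbers as strong as hits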
Fam108B counter: Fam108B inhibition, counter-screen for RBBP9 inhibitors. AID 1947. inhibition, % at 9.51 µM. recombinant Fam108B, FP-Rh probe fluorescence polarization. actives 0.33% (n = 300,000);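 active means inhibition above the screen mean inhibition plus 3 SD, computed separately per campaign, cut at about 18% in these data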;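 further: inhibitors lower polarization as less probe binds the enzyme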
Numbers without * were called inactive; . = no result given. These rows are one share of the data; count on the stated rates, not on these rows.

SMILES	VLA-4 inh	GLD-1 TGE inh	PME-1 inh	MCL1 BIM primary	MEX-5 binding	GRK2 aptamer HTS	BCLXL inh	Efflux pump inh	Fam108B counter
Cc1ccc(C)c(C(C)NC(=O)c2ccc(Br)o2)c1 (stereo not given)	5	2	-3	0	0.8	0	-1	0.1	7
COc1ccccc1/C=C/C=C1N=C(/C=C/c2ccc(Cl)cc2)OC/1=O	-11	-38	-6	-80	-0.6	2	-37	0.5	-17
CCOC1(OCC)N=C(N)C2(C#N)C(c3ccc(NC(C)=O)cc3)C12C#N (stereo not given)	5	15	2	31	-27*	0	25	-0.2	6
O=C(C1CCN(S(=O)(=O)c2ccccc2)CC1)N1CCC1	23	8	1	10	.	1	3	0.0	.
COc1ccccc1/C=C/C(=O)Nc1cccc(S(=O)(=O)NC2=NCCCCC2)c1	-2	-5	-8	0	0.7	2	5	0.0	3
Cc1cccc(NC(=O)c2cc(=O)n(Cc3ccccc3)c(=O)[nH]2)c1	6	4	4	6	0.6	2	1	0.1	1
CC(C)(C)c1[nH]c2ccccc2c1/C=N/O	8	-5	0	-6	0.5	0	-2	0.0	-2
COc1cccc(NC(=O)Cn2nnc(C(=O)Nc3ccccc3)c2N)c1	9	1	-5	8	-1.0	2	7	0.0	2
CCCCCCC1CC(C)(C(=O)CNc2nncs2)OC1=O (stereo not given)	-8	3	2	0	0.9	0	-5	1.2	-1
Cn1ncc(Br)c1NC(=O)Nc1ccc(Cl)cc1	6	-3	-7	5	1.9	0	5	0.1	-2
CCN1C(=O)C2C(c3ccccc3F)NC(Cc3ccc(O)cc3)(C(=O)OC)C2C1=O (stereo not given)	-13	-6	-3	1	-2.1	0	2	0.1	-3
OC(COc1ccccc1)Cn1c2ccccc2c2ccccc21 (stereo not given)	7	-1	-1	1	-0.3	2	1	-0.1	-7
CCCCOC(=O)C1Cc2ccccc2C(=O)O1 (stereo not given)	12	3	4	6	0.7	0	5	0.1	0
O=C(CN1C2=NCCCN2c2ccccc21)c1ccc([N+](=O)[O-])cc1	23	-1	-1	4	-1.6	1	6	-0.1	3
COc1ccc(C2=NS(=O)(=O)N(C)C(C(=O)Nc3cc(C)ccc3O)=C2)cc1OC	-17	6	-1	4	0.9	5	0	-0.2	1
CCN1C(=O)[C@H]2[C@@H](c3ccc(OC)cc3)N3C(=O)CN(CC4CC4)C(=O)[C@@]3(C)[C@H]2C1=O	9	-1	-1	-6	-5.5	0	5	-0.1	0
Cc1ccc2c(c1)c(C1=c3ccccc3=NC1=O)c(O)n2C	3	-2	-1	11	1.8	0	8	0.1	0
O=C(Nc1ccc2nsnc2c1)C1CC1	30	-1	-2	6	-5.1	7	8	0.0	3
C/C(CCc1ccccc1)=N/NC(=O)C(=O)NC(C)c1ccccc1 (stereo not given)	9	5	-2	2	3.5	0	6	-0.1	0
CCOC(=O)C1(CCOc2ccccc2)CCN(Cc2cc(OC)c(O)c(OC)c2)CC1	-3	4	-2	10	0.1	0	3	-0.1	2
CCc1c(C)nc2c(OC)cccc2c1SCCC(=O)O	18	3	4	-2	-2.6	7	4	10*	-1
COc1ccc(NS(=O)(=O)c2ccc(N3CCCCC3)c(NC(=O)C(C)NC(N)=O)c2)cc1 (stereo not given)	-8	-2	.	.	.	0	.	-0.1	.
CCC(=O)Nc1ccc(NC(=O)/C=C/c2ccc(Cl)cc2)cc1	-2	4	1	3	-0.3	2	4	-0.1	2
CN(CC(=O)Nc1ccccc1Sc1ccccc1)C1CCCCC1	3	-4	-3	3	4.9	2	8	0.1	-1
CCOc1ccccc1NC(=O)CSc1nnc(-c2ccncc2)o1	6	-1	-2	4	1.8	0	0	0.0	0
O=C(NCc1cccs1)C1CCC(CNS(=O)(=O)c2cccs2)CC1 (stereo not given)	3	-2	2	-2	0.0	2	9	0.1	-6
COc1ccc(/C=C2\SC(=N)N(c3ccc(F)cc3)C2=O)cc1	-3	2	2	-3	-3.9	0	-4	-0.1	-3
CS(=O)(=O)N1CCN(c2ccc(NC(=O)c3ccc(-c4ccc(Cl)cc4)o3)cc2)CC1	-4	4	4	3	3.3	0	-2	0.0	-1
CCS(=O)(=O)C(C)(CCl)C(=O)Nc1ccc(C(=O)OC)cc1 (stereo not given)	-3	3	-5	0	-0.8	0	4	0.0	3
CN(Cc1nccs1)C(=O)c1cc(COc2cccc3cnccc23)on1	7	-5	-4	5	-3.2	0	8	0.1	1
COc1ccc(-c2ccc(C3C(C#N)=C(N)Oc4n[nH]c(C)c43)o2)cc1 (stereo not given)	-34	-98	5	-86	3.9	0	-38	0.5	8
O=C(Nc1nnc(C23CC4CC(CC(C4)C2)C3)s1)c1ccco1	19	6	3	-8	-0.8	0	-1	0.0	-3
O=C(CCCn1c(=O)[nH]c2ccccc2c1=O)NC1CCCCCC1	-6	0	-4	4	0.8	4	4	0.1	5
COc1ccccc1NC(=O)CC(NC1CCCCC1)C(=O)O (stereo not given)	-8	-1	-2	62*	-0.1	3	0	-0.1	4
Cc1sc(NC(=O)c2ccco2)c(C(c2cccnc2)N2CCN(C)CC2)c1C (stereo not given)	-4	-2	0	7	-1.8	1	6	-0.2	-5
O=C(Nc1cccc(Cl)c1)N(CCN1CCOCC1)Cc1ccccc1F	-6	5	-4	8	-0.7	0	6	0.0	1
O=C(COC(=O)COc1cccc(Br)c1)Nc1ccc(F)cc1F	11	9	5	3	.	0	4	-0.3	.
CCSc1nnc(NC(NC(C)=O)(C(F)(F)F)C(F)(F)F)s1	27	0	11	-4	1.0	0	8	14*	1
CC(=C/C(=O)O)/C=C/c1ccc([N+](=O)[O-])cc1	-1	1	6	2	.	1	5	0.2	-7
CCOC(=O)c1csc(-c2ccc(OC)c(OC)c2)n1	7	-3	-3	4	-0.2	2	4	0.0	-3
COc1ccccc1OC(C)C(=O)N1CCc2ccccc21 (stereo not given)	6	-9	5	-4	-1.1	2	7	-0.1	1
COc1ccc(NC(=O)CSc2nnc(-c3ccccc3C)n2N)cc1OC	14	1	-7	2	1.3	5	-1	0.0	-2
COc1ccc(C(=O)NC(=S)N2CCOCC2)cc1OC	49	5	2	-2	-1.1	0	5	0.0	1
COC(=O)c1ccc(CNC(=O)C23CC4CC(CC(C4)C2)C3)cc1	2	-6	-1	0	2.5	0	5	-0.1	1
COc1ccc(NC(=O)CN(C)C(=O)c2cccc3ccccc23)cc1	0	9	-7	-7	0.0	0	-6	-0.2	0
Cc1cc(C)nc(CCNC(=O)c2cc(COc3c(C)cccc3C)on2)n1	14	0	0	8	1.0	4	6	-0.1	0
Cc1cc([N+](=O)[O-])cc(/C=N\NC(=O)C2COc3ccccc3O2)c1O (stereo not given)	0	-5	5	5	-1.2	0	-1	0.0	2
O=C(O)C1CSC(c2ccccc2Cl)N1C(=O)c1ccc(Cl)cc1 (stereo not given)	17	-4	3	0	1.2	0	1	-0.2	-1
CC(=O)N1CCC(c2c[nH]c3ccccc23)CC1	-6	2	-3	11	-2.2	0	9	0.1	-1
CC(=O)Nc1ccc(S(=O)(=O)N(C)CC(=O)OC(C)C(=O)NC2CCCC2)cc1 (stereo not given)	12	5	0	4	0.2	3	3	0.1	-5

Single entries from above:
Value for `COc1ccccc1OC(C)C(=O)N1CCc2ccccc21` (stereo not given) under GRK2 aptamer HTS: 2
Value for `COc1ccc(NC(=O)CSc2nnc(-c3ccccc3C)n2N)cc1OC` under VLA-4 inh: 14

More records.
SMILES	VLA-4 inh	GLD-1 TGE inh	PME-1 inh	MCL1 BIM primary	MEX-5 binding	GRK2 aptamer HTS	BCLXL inh	Efflux pump inh	Fam108B counter
CCOC(=O)C1=C(SCC)c2cc3c(n2C1=O)CCCC3	0	7	8	19	.	3	13	0.6	23*
O=C1c2cccc3cccc(c23)C(=O)N1CCCN(C(=O)c1cccs1)c1cccc(F)c1	-2	5	-5	5	0.7	1	6	-0.2	-2
Cc1cc(C)cc(NC(=O)c2cc(C)nn2C)c1	17	3	-1	-3	0.8	0	4	1.2	2
COc1ccc(Cl)cc1NS(=O)(=O)c1cccc(C(=O)NCC2CCCO2)c1 (stereo not given)	8	7	-1	8	-3.4	0	4	0.1	1
CCN(Cc1ccncc1)Cc1ccc(OC)cc1OC	-2	5	-12	14	0.1	0	5	-0.1	4
Cc1ccc2c(c1)NCCO2	0	7	-1	11	4.2	1	8	0.1	-1

Entries listed so far with a halogen (14):
SMILES	VLA-4 inh	GLD-1 TGE inh	PME-1 inh	MCL1 BIM primary	MEX-5 binding	GRK2 aptamer HTS	BCLXL inh	Efflux pump inh	Fam108B counter
Cc1ccc(C)c(C(C)NC(=O)c2ccc(Br)o2)c1 (stereo not given)	5	2	-3	0	0.8	0	-1	0.1	7
COc1ccccc1/C=C/C=C1N=C(/C=C/c2ccc(Cl)cc2)OC/1=O	-11	-38	-6	-80	-0.6	2	-37	0.5	-17
Cn1ncc(Br)c1NC(=O)Nc1ccc(Cl)cc1	6	-3	-7	5	1.9	0	5	0.1	-2
CCN1C(=O)C2C(c3ccccc3F)NC(Cc3ccc(O)cc3)(C(=O)OC)C2C1=O (stereo not given)	-13	-6	-3	1	-2.1	0	2	0.1	-3
CCC(=O)Nc1ccc(NC(=O)/C=C/c2ccc(Cl)cc2)cc1	-2	4	1	3	-0.3	2	4	-0.1	2
COc1ccc(/C=C2\SC(=N)N(c3ccc(F)cc3)C2=O)cc1	-3	2	2	-3	-3.9	0	-4	-0.1	-3
CS(=O)(=O)N1CCN(c2ccc(NC(=O)c3ccc(-c4ccc(Cl)cc4)o3)cc2)CC1	-4	4	4	3	3.3	0	-2	0.0	-1
CCS(=O)(=O)C(C)(CCl)C(=O)Nc1ccc(C(=O)OC)cc1 (stereo not given)	-3	3	-5	0	-0.8	0	4	0.0	3
O=C(Nc1cccc(Cl)c1)N(CCN1CCOCC1)Cc1ccccc1F	-6	5	-4	8	-0.7	0	6	0.0	1
O=C(COC(=O)COc1cccc(Br)c1)Nc1ccc(F)cc1F	11	9	5	3	.	0	4	-0.3	.
CCSc1nnc(NC(NC(C)=O)(C(F)(F)F)C(F)(F)F)s1	27	0	11	-4	1.0	0	8	14*	1
O=C(O)C1CSC(c2ccccc2Cl)N1C(=O)c1ccc(Cl)cc1 (stereo not given)	17	-4	3	0	1.2	0	1	-0.2	-1
O=C1c2cccc3cccc(c23)C(=O)N1CCCN(C(=O)c1cccs1)c1cccc(F)c1	-2	5	-5	5	0.7	1	6	-0.2	-2
COc1ccc(Cl)cc1NS(=O)(=O)c1cccc(C(=O)NCC2CCCO2)c1 (stereo not given)	8	7	-1	8	-3.4	0	4	0.1	1
